Assay outcomes: PubChem BioAssay, several laboratories
Diaphorase inh: inhibits diaphorase or chemically oxidizes, flagging diaphorase assay artifacts. inhibition, % at 20 µM. diaphorase resazurin-to-resorufin fluorescence, NADH, 16 min; bacterial (C. kluyveri) enzyme, not human. hit rate 0.69% among 190,000;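 active = primary screen inhibition at 20 µM above a set limit, cut at about 50% in these data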;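 also: plate controls were DMSO with full reaction for no effect and wells lacking NADH for full effect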
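Assay system: diaphorase enzyme from Clostridium kluyveri; Input: enzyme working solution with 0.14 U/mL diaphorase; Timing: 16 min at room temperature; Technique: resorufin fluorescence, excitation 544 nm, emission 590 nm; Benchmarks: positive control minus NADH, DMSO neutral control.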
TNAP act hi DEA: increases human TNAP activity under high phosphate acceptor concentration; P05186; 200,000 tested, under 10 active; purified TNAP, CDP-star luminescence, 1 M DEA, 30 min; hits give high values; 0 = EDTA background, 1 = DMSO-only activity; activation factor at 20 µM;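 active = activation factor at least 2 at 20 µM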
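Measured by: Luminescent substrate turnover signal | Test system: Human TNAP | Input: TNAP 1/800 final | Dosing: 20 µM single point | Schedule: 30 min, room temperature | Controls: EDTA wells as negative control, DMSO wells as positive control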
Diaphorase act: activates diaphorase or chemically reduces, flagging diaphorase assay artifacts | hit rate 0.005% among 190,000 | Diaphorase/resazurin coupled assay, resorufin fluorescence, 16 min; hits give high values; 1 = vehicle wells, 0 = NADH-free wells | activation factor at 20 µM;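 active = diaphorase activity raised at least twofold by the compound at 20 µM; inactive = activation factor below 2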
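Measured by – red resorufin fluorescence at 544/590 nm excitation/emission · Test system – Clostridium kluyveri diaphorase, purified enzyme · Incubation – reaction time 16 min, room temperature · Buffer or medium – 50 mM HEPES pH 7.4 with 4.542 mM MgCl2, 0.005% Tween 20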
G6PDH CS: L. mesenteroides G6PDH inhibition counter-screen. Purified L. mesenteroides G6PDH, diaphorase/resazurin coupled fluorescence, 45 min. inhibition, % at 5 µM. hit rate 0.12% among 200,000; in the data active = inhibition above about 50%
HMGR II inh: blocks class II HMG-CoA reductase of Enterococcus faecalis | purified E. faecalis HMGR, NADPH absorbance 340 nm kinetic | inhibition, % at 10 µM | hit rate 0.41% among 190,000;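 active = inhibition above a set limit, the median over all tested compounds plus 3 SD, cut at about 9.5% in these data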;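 also: enzyme runs in reverse so mevalonate oxidation gives rising NADPH absorbance; 0% = complete reaction with DMSO and 100% = background rate lacking mevalonate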
PMI activator: activators of human phosphomannose isomerase. activation factor at 20 µM. purified human PMI, coupled resazurin fluorescence, 20 min; hits give high values; 1 = vehicle control, 0 substrate-free wells. P34949. hit rate 0.005% among 190,000;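 active = activation factor of 2 or more at 20 µM, relative to plate controls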
Target sequence (P34949 whole entry, looked up): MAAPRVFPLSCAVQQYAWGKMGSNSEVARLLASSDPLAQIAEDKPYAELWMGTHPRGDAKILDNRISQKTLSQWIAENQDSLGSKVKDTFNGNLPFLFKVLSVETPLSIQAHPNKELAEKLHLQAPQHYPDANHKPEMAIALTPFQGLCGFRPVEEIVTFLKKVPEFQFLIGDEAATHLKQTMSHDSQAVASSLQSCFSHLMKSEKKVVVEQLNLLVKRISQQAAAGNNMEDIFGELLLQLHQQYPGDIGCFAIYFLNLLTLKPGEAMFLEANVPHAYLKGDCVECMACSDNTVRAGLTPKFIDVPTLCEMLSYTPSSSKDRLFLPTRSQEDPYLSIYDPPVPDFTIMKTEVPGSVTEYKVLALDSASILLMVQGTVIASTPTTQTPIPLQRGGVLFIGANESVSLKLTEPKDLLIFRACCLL
TNAP inh hi DEA: inhibitors of human TNAP at high phosphate acceptor concentration; P05186; purified TNAP, CDP-star luminescence, 1 M DEA; inhibition, % at 20 µM; hit rate 0.03% among 200,000;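 active = over 50% inhibition of tissue-nonspecific alkaline phosphatase at 20 µM in the single-dose screen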;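 also: plate controls were DMSO wells for no effect and EDTA-quenched wells as full inhibition for full effect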
TNAP inh noacc: TNAP (human) inhibition, acceptor-free conditions; P05186; purified TNAP, CDP-star luminescence, 30 min; inhibition, % at 20 µM; hit rate 0.26% among 200,000; AID 1012;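 active = tissue-nonspecific alkaline phosphatase inhibition above about 50% at 20 µM in the single-dose screen, limit read from the data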;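 also: 0% = DMSO negative control and 100% = EDTA positive control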
FLuc act counter: firefly luciferase counter-screen for stimulation assays; P08659; ATPlite luciferase biochemical, luminescence, 10 min; 0 = ATP-free wells, 1 = DMSO control; activation factor at 10 µM; 200,000 tested, under 10 active; AID 1027;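 active = luciferase activation factor, scaled between plate controls, of at least 2 with compound at 10 µM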
Target sequence (P08659 whole entry, looked up): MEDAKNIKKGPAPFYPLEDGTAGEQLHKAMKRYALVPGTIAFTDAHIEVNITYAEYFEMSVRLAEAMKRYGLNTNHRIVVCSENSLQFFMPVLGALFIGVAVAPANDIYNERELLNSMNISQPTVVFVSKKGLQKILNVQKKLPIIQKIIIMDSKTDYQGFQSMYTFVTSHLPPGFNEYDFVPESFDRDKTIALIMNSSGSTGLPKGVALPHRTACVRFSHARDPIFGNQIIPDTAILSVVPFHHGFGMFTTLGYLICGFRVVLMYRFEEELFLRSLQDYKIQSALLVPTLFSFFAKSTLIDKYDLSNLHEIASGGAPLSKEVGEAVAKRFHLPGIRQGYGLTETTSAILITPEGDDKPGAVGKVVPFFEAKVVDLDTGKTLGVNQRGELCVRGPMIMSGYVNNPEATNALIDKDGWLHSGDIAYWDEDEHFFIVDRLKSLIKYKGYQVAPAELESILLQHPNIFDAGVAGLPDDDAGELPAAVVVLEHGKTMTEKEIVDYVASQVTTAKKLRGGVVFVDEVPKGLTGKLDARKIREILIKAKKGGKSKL
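test system = cell-free luciferase reagent | medium = PBS as buffer for the ATP substrate | dosing = test compounds dosed from 2 mM stocks in 100% DMSO | incubation = 10 min at ambient temperature | detection = luminescence measurement of luciferase light output | benchmarks = low control with PBS replacing ATP, high control enzyme plus ATP without compound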
PMI act satM6P: activators of human phosphomannose isomerase at near-saturating mannose 6-phosphate; coupled PMI enzyme assay, resazurin fluorescence, 20 min; hits give high values; 1 = untreated enzyme, 0 = substrate-free blank; hit rate 0.34% among 190,000; P34949; activation factor at 20 µM; AID 1216;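 active = activation factor of 2 or more at 20 µM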
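Test system: human phosphomannose isomerase with PGI, G6PDH, diaphorase coupling enzymes; amount: 15 ng/mL PMI; incubation: enzyme reaction with compound 20 min at room temperature; technique: resorufin fluorescence (Ex 544/Em 590 nm) from resazurin via diaphorase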
* marks the source's active call; other numbers are inactive results; . = not tested or not shown.

Every second line gives: Diaphorase inh	TNAP act hi DEA	Diaphorase act	G6PDH CS	HMGR II inh	PMI activator	TNAP inh hi DEA	TNAP inh noacc	FLuc act counter	PMI act satM6P
1	Fc1ccccc1NC(=S)N1CCN(Cc2ccc3c(c2)OCO3)CC1
 : 14	1.1	0.9	0	-2	1.1	-8	-15	1.1	1
2	CCOC(=O)N1CCC(=NNC(=O)NC2CCCCC2)CC1
 : 2	1	1	1	-2	0.9	2	0	1	1
3	CN1CCN(C(=O)CCc2ccc(S(=O)(=O)NC3CCCCC3)cc2)CC1
 : 21	0.9	0.8	15	-1	0.9	6	-8	1.1	0.5
4	CCCCNc1ncnc2c1cnn2-c1ccccc1
 : 15	1	0.9	11	4	0.9	0	-3	0.7	0.9
5	CCOC(=O)C(=O)Nc1nnc(CCc2ccccc2)s1
 : 3	1	1	0	-1	1.1	3	-6	1	1.2
6	C=CCN1C(=O)CN=C1Nc1ccc(F)cc1
 : 8	1	0.9	11	-8	1	-3	-3	1	1
7	COc1ccc(Cc2nnc(NC(C)=O)s2)cc1
 : -15	1	1.1	6	-7	1	-4	-8	1	1.1
8	CCOC(=O)C1=C(C)NC(=O)NC1c1ccoc1 (stereo unspecified)
 : 17	1.1	0.8	2	4	0.9	-6	-6	1.1	0.9
9	COC(=O)c1ccccc1-c1ccc(/C=C2\C(=O)N(c3ccccc3)N=C2c2ccccc2)o1
 : 18	0.9	0.8	-4	2	0.9	7	14	1	0.9
10	O=CNc1ccc(S(=O)(=O)NCc2ccccc2)cc1
 : -3	1.1	1	-3	-7	1.1	-5	-14	1.1	1.1
11	O=C(OC1CCOC1=O)c1cccc(S(=O)(=O)Nc2ccc(F)cc2)c1 (stereo unspecified)
 : 19	1.1	0.8	2	-4	1	-6	-10	1	1
12	Cc1ccc(NC(=O)Cn2ccc([N+](=O)[O-])n2)cc1Cl
 : 0	1	1	8	0	1.1	-2	-12	1.1	1.1
13	CCCCNC(=O)C(c1ccc(-c2ccccc2)cc1)N(CCN1CCOCC1)C(=O)CCCCCN1C(=O)NC(c2ccc([N+](=O)[O-])cc2)C(C(=O)OCc2ccccc2)=C1C (stereo unspecified)
 : 25	1	0.8	17	-2	0.8	-3	-7	1	0.8
14	Cc1nsc(Nc2ccc([N+](=O)[O-])cc2)c1C#N
 : 11	0.6	0.9	10	-7	1	37	2	1.1	1
15	COc1ccc(NC(=O)C2(N(CC(C)C)C(=O)Cn3nnnc3N)CCCCC2)cc1
 : 6	1	0.9	2	-4	0.9	0	-9	1.1	0.9

Arranged by length of the SMILES (high to low): seven of the compounds above
Every second line gives: Diaphorase inh	TNAP act hi DEA	Diaphorase act	G6PDH CS	HMGR II inh	PMI activator	TNAP inh hi DEA	TNAP inh noacc	FLuc act counter	PMI act satM6P
15	COc1ccc(NC(=O)C2(N(CC(C)C)C(=O)Cn3nnnc3N)CCCCC2)cc1
 : 6	1	0.9	2	-4	0.9	0	-9	1.1	0.9
3	CN1CCN(C(=O)CCc2ccc(S(=O)(=O)NC3CCCCC3)cc2)CC1
 : 21	0.9	0.8	15	-1	0.9	6	-8	1.1	0.5
12	Cc1ccc(NC(=O)Cn2ccc([N+](=O)[O-])n2)cc1Cl
 : 0	1	1	8	0	1.1	-2	-12	1.1	1.1
14	Cc1nsc(Nc2ccc([N+](=O)[O-])cc2)c1C#N
 : 11	0.6	0.9	10	-7	1	37	2	1.1	1
5	CCOC(=O)C(=O)Nc1nnc(CCc2ccccc2)s1
 : 3	1	1	0	-1	1.1	3	-6	1	1.2
8	CCOC(=O)C1=C(C)NC(=O)NC1c1ccoc1 (stereo unspecified)
 : 17	1.1	0.8	2	4	0.9	-6	-6	1.1	0.9
4	CCCCNc1ncnc2c1cnn2-c1ccccc1
 : 15	1	0.9	11	4	0.9	0	-3	0.7	0.9

(further entries)
Every second line gives: Diaphorase inh	TNAP act hi DEA	Diaphorase act	G6PDH CS	HMGR II inh	PMI activator	TNAP inh hi DEA	TNAP inh noacc	FLuc act counter	PMI act satM6P
16	CCn1c(SCC(=O)Nc2nc3c(s2)CCCC3)nc2c1c(=O)n(C)c(=O)n2C
 : 14	1	0.9	9	.	1	-3	-7	1	1
17	CCOC(=O)C1=C(CSc2nc(-c3ccccc3)ccc2C#N)OC(N)=C(C#N)C1c1ccccc1 (stereo unspecified)
 : 20	1.1	0.8	4	-2	0.9	-13	1	1.1	0.9
18	COc1ccc(NC(=O)CN2CCN(c3ccccc3F)CC2)cc1
 : 0	1	1	7	0	1.1	-1	-12	1	1
19	O=C(O)c1nn(CCOc2cccc(Cl)c2)c(=O)c2ccccc12
 : 13	1	0.9	3	-1	0.9	1	5	1	0.9
20	COc1ccc(CCNC(=O)COc2ccc(C)nc2[N+](=O)[O-])cc1
 : -16	1	1.2	13	-1	1.1	-4	-2	1.1	1.1
21	CCOC(=O)N1CCC(N2Cc3cccc(C(=O)O)c3C2=O)CC1
 : 23	1.1	0.8	1	-1	0.8	-7	-9	1	0.9
22	CCn1c2ccccc2c2cc(NC(=O)c3ccccc3[N+](=O)[O-])ccc21
 : 15	1	0.8	5	-3	0.8	-2	-5	1.1	0.9
23	CCOC(=O)Cc1cc(=O)n2[nH]c(C)c(-c3ccccc3)c2n1
 : 12	1.1	0.9	6	0	1.1	-8	-12	1.1	1.1
24	O=C(Nc1ccccc1)c1ccc(COc2ccccc2)cc1
 : 0	1	1	16	-6	1	-4	-13	1.1	1.1
25	CC(C(O)C12CC3CC(CC(C3)C1)C2)N1CCCCC1 (stereo unspecified)
 : 16	1	0.8	4	-1	1	-3	-6	1.1	1
26	CCn1c(CSc2nc3ccccc3s2)nnc1SCC(=O)c1ccc(O)cc1O
 : 4	1	1	-4	-2	1	-2	-2	1.1	1.1
27	CCSc1nnc(CSc2ncccn2)n1C
 : 18	1.1	0.8	6	-1	1.1	-7	-12	1.1	1.1
28	CCOCC(=O)Nc1ccc([N+](=O)[O-])cc1Cl
 : 2	1	1	4	2	1.1	5	-7	1	1.1
29	CCOC(=O)c1ccc(NC(=S)N2CCCC(C(=O)OCC)C2)cc1 (stereo unspecified)
 : -6	1	1.1	0	-1	1.1	-2	-4	1	1
30	CCOC(=O)N1CCN(C(=O)c2ccc(CS(=O)(=O)c3ccccc3OC)o2)CC1
 : 6	0.9	0.9	-2	4	1.1	7	10	1.1	1
31	S=C(NC1CCCCC1)NN1CCOCC1
 : 16	1.1	0.8	1	-3	1.1	-5	-17	1.1	1.1
32	CCn1c(/C=C/Nc2ccccc2)[n+](CC)c2cc(Cl)c(Cl)cc21
 : 19	1	0.8	-18	0	1	0	25	1	1
33	CC(OC(=O)Cc1n[nH]c(=O)c2ccccc12)C(=O)Nc1cccc([N+](=O)[O-])c1 (stereo unspecified)
 : 7	1	0.9	6	-4	1.1	-1	-2	1.1	0.9
34	O=C(CN1CCOCC1)Nc1ccc(S(=O)(=O)N2CCCCCC2)cc1
 : 20	1	0.8	5	-6	0.9	-3	-9	1.1	0.9
35	COc1ccc(C(=O)NCC(=O)OCC(=O)N2N=C(c3ccc(Cl)cc3)CC2c2ccco2)cc1OC (stereo unspecified)
 : 24	1	0.8	-1	-1	0.9	0	2	1	0.8
36	CC(=O)Nc1cccc2c1C(=O)N(c1cccc(C)c1)C2=O
 : 20	1	0.8	3	-1	1	-4	-12	1.1	1
37	C=CCNC(C(=O)Nc1cccc(OC)c1)c1ccccc1 (stereo unspecified)
 : -9	1	1.1	3	-1	1	-4	-4	1	1
38	Cc1onc(-c2c(F)cccc2Cl)c1C(=O)NC(=S)NCc1cccnc1
 : 15	1	0.8	5	-2	0.9	2	-2	1	1
39	CC(=O)c1sc(NC(=O)c2cc(-c3ccccc3)nn2-c2ccccc2)nc1C
 : 25	1.1	0.8	-26	0	0.9	-6	-6	1.1	0.8
40	CC(=O)Nc1ccc2c(c1)nc(CN1CCCC1)n2C
 : -15	1.1	1.2	9	-2	1.1	-8	2	1.1	1.1
41	COc1ccc(OC)c(CN(CCN2CCOCC2)C(=O)Nc2cccc(Cl)c2)c1
 : 21	1.1	0.8	-4	-6	1.1	-10	-11	1	0.9
42	COC(=O)c1cncc(O)c1
 : -1	1	1	4	-5	0.9	-4	-9	1	1
43	COC(=O)CNC(=O)C(NC(=O)OCc1ccccc1)C(C)C (stereo unspecified)
 : 2	1	1	-6	2	1	-3	-13	1	1
44	COC(=O)c1ccc(COc2ccc(/C=N/O)cc2)o1
 : -1	1.1	1	9	1	1	-6	-4	1	0.9
45	CCOC(=O)CCn1nnc(N)n1
 : 8	1	0.9	19	-6	0.8	-2	-9	1.1	0.8
46	Cc1ccc(S(=O)(=O)N/N=C\c2cc3c(cc2Br)OCO3)cc1
 : 20	1	0.8	7	-4	1.4	-3	-1	1.1	0.9

In a second layout: results already given
38: Cc1onc(-c2c(F)cccc2Cl)c1C(=O)NC(=S)NCc1cccnc1
  Diaphorase inh: 15
  TNAP act hi DEA: 1
  Diaphorase act: 0.8
  G6PDH CS: 5
  HMGR II inh: -2
  PMI activator: 0.9
  TNAP inh hi DEA: 2
  TNAP inh noacc: -2
  FLuc act counter: 1
  PMI act satM6P: 1

39: CC(=O)c1sc(NC(=O)c2cc(-c3ccccc3)nn2-c2ccccc2)nc1C
  Diaphorase inh: 25
  TNAP act hi DEA: 1.1
  Diaphorase act: 0.8
  G6PDH CS: -26
  HMGR II inh: 0
  PMI activator: 0.9
  TNAP inh hi DEA: -6
  TNAP inh noacc: -6
  FLuc act counter: 1.1
  PMI act satM6P: 0.8
